Bioassay records as filed in PubChem.
mIAP activ = mouse IAP activation. muIAP, CDP-Star luminescence, 30 min; active compounds read high; 1 = vehicle-only enzyme signal, 0 = enzyme-free wells. activation factor at 10 µM. actives 0.24% (n = 330,000);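 active = activation factor of at least 2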; also: the source names both 10 and 20 µM as test concentration; values of inactives mirror those of a sister screen read the other way
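System: mouse IAP enzyme. Reagent: CDP-Star chemiluminescent phosphatase substrate. Benchmarks: DMSO wells, no-enzyme wells. Times: 30 min enzyme-substrate-compound incubation at room temperature. Detection: luminescence from enzymatic CDP-Star hydrolysis. Doses: test compounds delivered from DMSO solution.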
hIAP act = increases human intestinal alkaline phosphatase activity; purified human IAP, CDP-Star luminescence, 30 min; active compounds read high; 1 = vehicle-only enzyme, 0 = enzyme-free background; activation factor at 10 µM; actives 0.16% (n = 330,000);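 active = activation factor of the enzyme at least 2-fold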; also: the source names both 10 and 20 µM as test concentration; values of inactives mirror those of a sister screen read the other way
ATG4B inhibitor = ATG4B (human) cysteine protease inhibition; inhibition, % at 8.33 µM; Q9Y4P1; AID 504462; ATG4B cleavage of LC3-PLA2, NBD-HPC fluorescence, 1 h; actives 0.51% (n = 340,000); in the data active = inhibition above about 40%
Target sequence (Q9Y4P1 whole entry, looked up): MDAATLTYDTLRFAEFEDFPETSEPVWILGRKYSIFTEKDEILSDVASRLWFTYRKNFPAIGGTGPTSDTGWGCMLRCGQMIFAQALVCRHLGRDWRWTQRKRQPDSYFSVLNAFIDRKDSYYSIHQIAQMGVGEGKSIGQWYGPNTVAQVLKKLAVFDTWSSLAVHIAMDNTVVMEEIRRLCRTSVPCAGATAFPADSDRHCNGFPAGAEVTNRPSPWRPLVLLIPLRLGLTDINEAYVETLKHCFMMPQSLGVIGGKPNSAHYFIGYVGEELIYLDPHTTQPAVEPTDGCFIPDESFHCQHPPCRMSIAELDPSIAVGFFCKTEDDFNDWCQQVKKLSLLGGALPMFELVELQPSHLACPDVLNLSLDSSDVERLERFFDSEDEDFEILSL
A3A deaminase = human APOBEC3A DNA deaminase inhibition; AID 493011; recombinant A3A, FAM/TAMRA ssDNA deamination fluorescence; inhibition, % at 20 µM; P31941; actives 0.41% (n = 330,000);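 active = at least 40% inhibition at 20 µM here, with at most 30% in a related deaminase screen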;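 also: plate controls were A3A with DMSO for no effect and wells lacking A3A enzyme for full effect; some results filed as inactive read as strong as hits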
Target sequence (P31941 whole entry, looked up): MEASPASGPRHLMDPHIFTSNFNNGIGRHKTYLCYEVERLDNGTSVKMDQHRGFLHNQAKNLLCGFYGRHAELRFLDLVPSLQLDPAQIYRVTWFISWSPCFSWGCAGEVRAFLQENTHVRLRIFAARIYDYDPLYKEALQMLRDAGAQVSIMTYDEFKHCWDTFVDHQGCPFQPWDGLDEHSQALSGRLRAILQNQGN
beta cell repl = MIN6 beta-cell proliferation induction | MIN6 cells proliferation, ATPlite luminescence, 48 h; cells starved in 0.2% serum; 100% = growth in 10% serum | proliferation, % at 10 µM | actives 0.29% (n = 330,000) | AID 2380;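 active = compounds whose signal lies at least 3.5 SD above the mean of all wells on their plate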;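 also: 0% = DMSO-treated cells in low-serum medium and 100% = 10% serum control; some compounds called inactive have numbers as strong as hits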
APOBEC3G inh = blocks human APOBEC3G single-stranded DNA deamination. actives 0.28% (n = 330,000). inhibition, % at 20 µM. Q9HC16. AID 493012. recombinant A3G, ssDNA deamination FAM/TAMRA fluorescence;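 active = inhibition of at least 40% at 20 µM, with no more than 30% in the related APOBEC3A deaminase screen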;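 also: plate controls were DMSO wells with A3G for no effect and wells lacking A3G enzyme for full effect; some compounds called inactive have numbers as strong as hits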
Target sequence (Q9HC16 whole entry, looked up): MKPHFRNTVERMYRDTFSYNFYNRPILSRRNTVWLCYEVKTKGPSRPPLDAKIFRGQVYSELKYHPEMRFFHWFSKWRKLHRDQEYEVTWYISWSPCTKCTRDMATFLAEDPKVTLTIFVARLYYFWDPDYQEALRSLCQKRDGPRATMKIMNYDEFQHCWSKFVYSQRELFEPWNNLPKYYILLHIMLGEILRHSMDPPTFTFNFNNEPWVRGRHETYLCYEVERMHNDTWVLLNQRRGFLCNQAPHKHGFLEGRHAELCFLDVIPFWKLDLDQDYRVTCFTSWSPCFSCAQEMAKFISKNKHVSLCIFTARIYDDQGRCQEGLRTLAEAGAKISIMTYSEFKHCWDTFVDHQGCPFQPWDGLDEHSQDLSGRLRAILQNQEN
hIAP inh = human IAP inhibition; AID 2544; actives 0.12% (n = 330,000); P09923; inhibition, % at 10 µM; purified IAP, CDP-Star luminescence, 30 min;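 active = inhibition reaching a set limit with compound at 10 µM in the primary screen, cut at about 35% in these data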;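 also: plate controls were DMSO wells with enzyme for no effect and no-enzyme buffer wells for full effect; values of inactives mirror those of a sister screen read the other way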
mIAP inh = blocks mouse intestinal alkaline phosphatase | purified mouse IAP, CDP-Star luminescence, 30 min | inhibition, % at 10 µM | actives 0.2% (n = 330,000);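 active = inhibition of at least 40% at 10 µM in the primary screen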;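 also: plate controls were DMSO with enzyme for no effect and no enzyme wells for full effect; values of inactives mirror those of a sister screen read the other way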
MPTP inh = blocks calcium-induced mitochondrial swelling | isolated mouse mitochondria, Ca2+ swelling absorbance, 30 min | inhibition, % at 10 µM | actives 1.4% (n = 360,000);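 active = inhibition of 50% or more, scaled per plate between neutral and stimulator controls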;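 also: 0% = DMSO wells given calcium and 100% = 1 mM EGTA wells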
* = called active by the depositor; x = no result given.

SMILES	mIAP activ	hIAP act	ATG4B inhibitor	A3A deaminase	beta cell repl	APOBEC3G inh	hIAP inh	mIAP inh	MPTP inh
C[C@@H]1NC(=O)c2cc([N+](=O)[O-])cc(I)c2OCC[C@@H](C(=O)NC(CC(=O)O)C(N)=O)NC(=O)[C@H](CC(N)=O)NC1=O (some centres undefined)	0.553	0.988	-9.1	-1.6	-3.0	-8.1	1.2	44.7*	x
C[C@H](CO)N1C[C@H](C)[C@@H](CN(C)C(=O)Nc2ccc(C(F)(F)F)cc2)Oc2c(cccc2N(C)C)C1=O	0.992	1.08	-22.9	-0.8	-3.4	-2.3	-8.3	0.7	0.8
COc1ccc(S(=O)(=O)Nc2ccc(F)c(F)c2)cc1Cl	1.1	1.26	-12.9	-3.2	-3.9	3.6	-26.4	-9.8	6.1
CCOc1cc(C(F)(F)F)cnc1/C(N)=N/O	1.01	0.938	14.6	-5.7	-3.0	-9.2	6.2	-1.1	-3.0
O=C(O)c1cccc(Sc2ccc(Br)cc2C(=O)O)c1	1.03	1.12	11.0	-3.3	0.7	-8.2	-11.8	-3.5	0.1
Cc1ccccc1C(=O)NNC(=S)NC(=O)c1cccnc1	0.622	1.47	3.2	-1.2	-3.0	10.7	-46.7	37.8	0.5
Cc1ccc(Cl)cc1NC(=O)Cn1nc(-c2cccs2)ccc1=O	1.04	0.974	-5.6	1.3	-3.0	-3.1	2.6	-3.8	-2.2
COc1cc(/C=C2\C(=N)N3N=C(S(C)(=O)=O)SC3=NC2=O)ccc1OS(=O)(=O)c1ccc(C)cc1	0.848	1.11	32.9	-3.5	1.6	-6.2	-10.8	15.2	-0.6
O=C(O)C1C2C=CC3(O2)C1C(=O)N1c2ccccc2COC13 (centres undefined)	1.08	1.22	9.3	-2.6	-2.4	-6.6	-21.7	-8.3	2.6
COc1ccc(C2(C)NC(=O)N(CC(=O)NCCC3=CCCCC3)C2=O)cc1OC (centres undefined)	0.941	1.06	5.8	-6.5	1.4	-7.1	-5.9	5.9	-5.7
COc1cc(C(=O)NCc2ccc(F)cc2)cc(Cl)c1OC	1.03	0.863	4.4	-3.2	-1.8	-6.1	13.7	-3.5	0.7
Cc1cccc(CS(=O)(=O)Cc2ccc(C(=O)NC(C)c3ccccc3)o2)c1 (centres undefined)	0.969	1.26	-4.4	-4.2	-1.4	-3.7	-25.6	3.1	-1.0
O=C(Nc1ccc2c(c1)OCO2)C1CCN(c2ccc(S(=O)(=O)N3CCOCC3)cc2)CC1	1.07	0.94	16.9	0.0	-3.4	-4.8	6.0	-7.3	0.7
COc1ccc(-c2nc3cnccn3c2Nc2ccc3c(c2)OCO3)cc1	1.01	0.84	6.4	-6.8	-4.9	-5.4	16.0	-1.4	-1.3
O=C(CCCCCn1c(=S)[nH]c2ccc(N3CCOCC3)cc2c1=O)NCc1ccc2c(c1)OCO2	0.838	1.18	-2.3	2.1	-5.1	-3.6	-18.3	16.2	4.7
CCCCNC(=O)c1onc(CSc2cccc(OC)c2)c1C(=O)O	1.02	0.83	0.8	-1.6	-0.2	-8.2	17.0	-2.1	-0.2
CCOc1ccc(N2CC(C(=O)Nc3cccc(S(=O)(=O)NC4=NCCC4)c3)CC2=O)cc1 (centres undefined)	0.891	0.885	-3.5	-0.9	0.5	-6.3	11.5	10.9	2.7
CC(C)CC(=O)Nc1ccc2c(c1)oc1ccccc12	1.16	1.06	2.3	-1.9	-4.7	-2.9	-6.5	-16.0	0.9
CN1CCN(c2nc(C#N)cc(-c3ccccc3)n2)CC1	0.929	0.911	-6.1	-3.6	9.8*	-8.4	8.9	7.1	1.4
Cc1cccc(NC(=O)Nc2ccc(OCc3ccccc3)cc2)n1	1.02	0.912	-1.0	-2.5	-3.7	-7.6	8.8	-1.6	1.7
CC(C)(C)OC(=O)N1O[C@H]2CC1[C@@H]1[C@@H]2N=NN1CCc1ccncc1	1.01	x	-7.9	9.4	x	0.9	x	-0.6	1.5
COc1ccc(C(C)=O)cc1CN1C(=O)NC2(CCCCC2C)C1=O (centres undefined)	1.16	1.13	-1.2	4.4	-1.0	-3.0	-12.8	-15.9	-0.8
Cc1ccsc1CN(C)CC(=O)NCC(=O)Nc1ccc(F)cc1	1.05	1.17	4.8	-1.4	3.8	-4.7	-17.1	-5.2	-1.7
CC(=O)Nc1nc2ccc(S(=O)(=O)N3CCCC3)cc2s1	0.9	0.956	-5.1	0.0	1.0	-3.9	4.4	10.0	0.0
Cc1ccc(N2CC(C(=O)NCCC(C)C)CC2=O)cc1 (centres undefined)	0.991	1.03	7.9	-0.8	-3.0	-2.5	-2.8	0.9	1.0
O=C(NCCO)c1ccc2c3n(nc2c1)-c1ccc(Cl)cc1CO3	1.01	0.933	-17.3	1.1	-5.0	-2.1	6.7	-1.4	-0.1
O=S(=O)(c1cccs1)N1CCN(Cc2nc3ccccc3s2)CC1	1.09	0.85	-4.2	2.7	-1.5	1.4	15.0	-9.1	-0.9
COc1ccc(CN2CC(C(=O)NCCN3CCOCC3)CC2=O)cc1 (centres undefined)	0.914	0.869	-4.5	-3.2	0.1	-5.5	13.1	8.6	-0.3
O=C(O)CSC(C(=O)Nc1ccc(C(F)(F)F)cc1)c1ccccc1 (centres undefined)	0.961	1.05	-8.9	2.9	-1.9	1.0	-4.6	3.9	0.8
CN(C(=O)c1cc(COc2c(F)cccc2F)on1)C1CCOC1 (centres undefined)	1	1.04	-0.6	-8.0	-3.0	-6.6	-4.4	-0.2	1.1
COCc1cc(=O)c2ccccc2o1	0.979	0.916	4.5	-5.7	0.5	-7.3	8.4	2.1	1.4
CN(C)S(=O)(=O)c1ccc(NC(=O)CN2CCN(c3ccccn3)CC2)cc1	0.931	0.899	1.9	-2.9	1.3	-7.2	10.1	6.9	-0.6
N#Cc1cc(Oc2ccc(Cl)cc2)c(N2CCOCC2)cc1C#N	0.844	1.07	-5.6	-2.2	0.0	-0.7	-7.3	15.6	3.4
CC1(C)CC(=O)C(N=Nc2c(Cl)cc(Cl)cc2Cl)=C(O)C1	1.05	1.75	-3.4	-0.4	0.2	-3.5	-75.0	-4.6	-0.3
CCCCn1c(N)c(N(CCOC)C(=O)COc2ccc(OCC)cc2)c(=O)[nH]c1=O	0.909	0.834	-1.6	0.0	2.5	-4.4	16.6	9.1	0.9
Cc1occc1C(=O)NC(C)C12CC3CC(CC(C3)C1)C2 (centres undefined)	1.03	0.946	2.2	-2.6	-2.9	-4.3	5.4	-3.0	-0.3
CCOc1ccc(N(CC(=O)NCCSCc2ccccc2Cl)S(C)(=O)=O)cc1	1.08	1.37	-9.2	-1.1	-1.1	-7.6	-36.9	-8.4	2.3
CC(C)C[C@@H](CSc1ccc(Br)cc1)N1CCN(CCc2ccccc2)CCC1=O	1.08	1.01	3.0	1.4	-8.1	-8.1	-1.0	-8.4	1.3
O=C(NC1CCCCC1)c1cc(F)cc2c1OCOC2	1.03	0.889	-6.5	-3.7	0.5	-1.1	11.1	-3.0	3.8
CCOc1ccc(/C(O)=C2/C(=O)C(=O)N(c3ccccn3)C2c2ccc(F)cc2)c(C)c1 (centres undefined)	0.987	0.942	5.4	-3.3	-3.3	-2.8	5.8	1.3	4.4
COc1ccc(N2CCN(C(=O)CSc3nnc4c(C)cc5ccccc5n34)CC2)cc1	0.923	1.03	-20.1	3.1	-0.8	-1.0	-3.0	7.7	1.0
COc1ccc(C(=O)N2CCN(Cc3ccc4c(c3)OCO4)CC2)cc1OC	0.957	1.2	-1.2	-4.3	-4.7	-4.0	-20.3	4.3	0.5
O=C(C1CCCN(Cc2ccc([N+](=O)[O-])cc2)C1)N1CCCCC1 (centres undefined)	0.987	0.938	4.3	-0.9	-3.6	-8.2	6.2	1.3	0.5
CCCCn1c(N)c(N(CCOC)C(=O)c2ccc(C)c(S(=O)(=O)N3CCOCC3)c2)c(=O)[nH]c1=O	0.981	0.988	-7.7	3.0	0.7	-2.7	1.2	1.9	-1.8
COc1ccc(-c2nnc(NC(=O)c3ccc4c(c3)OCCO4)o2)cc1	0.909	1.18	-12.2	2.2	-5.5	1.9	-17.8	9.1	-0.4
CCOc1cccc(OCCOCCn2cnc3ccccc3c2=O)c1	0.859	0.884	-1.8	-0.7	-0.7	-2.7	11.6	14.1	0.3
CCCCCCCCCCOC(=O)Cn1c(COc2ccccc2OC)[n+](C)c2ccccc21	1.01	1.06	23.3	-1.4	-4.1	-7.7	-6.3	-1.3	52.6*
CSCCC(NC(N)=O)C(=O)Nc1cccc(S(=O)(=O)N2CCOCC2)c1 (centres undefined)	1.07	1	2.9	-2.8	-0.9	-4.9	-0.4	-6.9	-1.6
Cn1c(=O)[nH]c(=O)c2[nH]c(CN3CCN(Cc4ccccc4)CC3)nc21	1	0.983	-2.9	-1.3	1.9	-5.1	1.7	-0.1	-1.5
CC1(c2cccc(Br)c2)NC(=O)N(CC(=O)Nc2ccc(S(N)(=O)=O)cc2)C1=O (centres undefined)	0.992	1.08	-11.1	1.6	-3.9	-8.4	-7.6	0.8	-2.7
CC(=O)NC(=S)Nc1ccccc1C(=O)Nc1ccccc1	0.792	2.5*	3.3	-0.2	1.0	-4.9	-149.6	20.8	0.9
CCOc1ccccc1NC(=O)c1nnn(CC(=O)Nc2ccc3c(c2)OCO3)c1N	1.09	0.886	-1.5	-1.0	-1.7	13.6	11.4	-9.0	-0.1
Cn1cnnc1Sc1cc(N2CCN(S(=O)(=O)c3ccc4ccccc4c3)CC2)ccc1[N+](=O)[O-]	0.916	0.814	-16.4	-2.7	0.0	-3.9	18.6	8.4	0.4
O=C(COc1ccccc1Cl)N1CCN(c2ccc(F)cc2)CC1	0.956	0.972	-20.0	0.1	-1.5	-4.6	2.8	4.4	0.0
CC(=O)COC(=O)C1CC(=O)N(c2ccc(C)c(C)c2)C1 (centres undefined)	1.02	0.973	3.4	0.6	0.4	2.4	2.7	-2.2	0.4
Cc1occc1-c1nnc(SCC(=O)N2CCOCC2)n1CC(C)C	0.979	1.06	3.6	-3.4	-0.2	-6.0	-6.2	2.1	-0.6
